# High-throughput results: PubChem BioAssay, several laboratories
# GSK3beta inhib = blocks human GSK3beta kinase activity; P49841; GST-GSK3beta kinase, ADP-Glo luminescence, 60 min; hits give low values; activity score (negative = inhibition), % at 10 µM; 300,000 tested, 0.038% active;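 active = more than half of replicate wells score below -50%, meaning over 50% inhibition versus plate controls; inconclusive = some replicates but at most half score below -50%; inactive = no replicate scores below -50%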;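 also: 0% = median DMSO wells and -100% = median GW8510 positive control wells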
# Target sequence (P49841 whole entry, looked up): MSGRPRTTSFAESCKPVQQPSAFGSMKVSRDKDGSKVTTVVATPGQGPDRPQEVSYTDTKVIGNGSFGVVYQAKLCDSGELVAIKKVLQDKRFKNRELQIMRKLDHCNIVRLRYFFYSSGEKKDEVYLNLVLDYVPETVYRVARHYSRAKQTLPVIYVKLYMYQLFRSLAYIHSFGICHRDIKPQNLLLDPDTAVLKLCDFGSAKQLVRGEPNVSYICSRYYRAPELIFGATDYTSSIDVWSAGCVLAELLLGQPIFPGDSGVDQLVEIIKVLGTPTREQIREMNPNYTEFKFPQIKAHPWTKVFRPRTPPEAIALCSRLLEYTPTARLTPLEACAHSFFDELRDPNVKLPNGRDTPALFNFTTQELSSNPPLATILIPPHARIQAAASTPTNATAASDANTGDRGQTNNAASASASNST
#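 Assay system: GST-fused GSK3beta enzyme, cell-free / Medium: Tris pH 7.5 buffer with MgCl2, DTT, BSA, heparin / Also added: peptide substrate plus 25 µM ATP (final) / Compound: 10 µM single point / Timing: kinase reaction with compound 60 min at room temperature / Detection: ADP-Glo luminescence / Benchmarks: DMSO neutral wells and GW8510 at 20 µM as positive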
# HDAC3 inhib = inhibitors of human histone deacetylase 3. 320,000 tested, 0.15% active. O15379. recombinant HDAC3, fluorogenic peptide/trypsin coupled, fluorescence. inhibition, % at 8.3 µM; in the data active = inhibition above about 26%, passing the limit was not always enough; inconclusive = no clear call, values can overlap the other calls
# Target sequence (O15379 whole entry, looked up): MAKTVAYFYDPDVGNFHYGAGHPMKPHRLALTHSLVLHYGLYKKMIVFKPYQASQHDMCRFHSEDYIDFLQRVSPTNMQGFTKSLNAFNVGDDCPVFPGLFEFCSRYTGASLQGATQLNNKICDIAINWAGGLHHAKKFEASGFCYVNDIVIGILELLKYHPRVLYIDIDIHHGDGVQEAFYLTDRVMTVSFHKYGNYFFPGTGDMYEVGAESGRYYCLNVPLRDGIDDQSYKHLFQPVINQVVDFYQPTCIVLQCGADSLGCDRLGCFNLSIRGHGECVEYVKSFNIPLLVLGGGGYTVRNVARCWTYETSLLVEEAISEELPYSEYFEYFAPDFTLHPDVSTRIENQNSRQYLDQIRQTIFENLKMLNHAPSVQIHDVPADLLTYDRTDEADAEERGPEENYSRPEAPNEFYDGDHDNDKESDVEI
# HSF1 activator = increases HSF-1 driven luciferase reporter signal; activation, % at 9 µM; NIH3T3-HGL HSF-1 luciferase reporter, MG132, 8 h; 100% = twice DMSO control signal; AID 504408; 300,000 tested, 1.7% active;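 active = mean replicate activation of at least 50% with a set share of replicates each reaching 50%; inconclusive = only one of those two conditions met; inactive = mean below 50% and too few replicates reaching it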;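 also: 0% = median of the neutral control wells and 100% = twice that signal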
# AI-2 QS modul = modulates the Vibrio harveyi AI-2 quorum sensing system; Vibrio harveyi JMH597 AI-2 luminescence/OD600 ratio, 9 h; hits give low values; strain lacks LuxN and CqsS sensors; 0 = neutral-control median; activity change, % at 7.5 µM; 300,000 tested, 0.4% active; AID 2094; in the data active = activity change below about -75%, passing the limit was not always enough; inconclusive = no clear call, values can overlap the other calls;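 also: luminescence divided by OD600 gain over 9 h not by final OD600 alone; inactives centre near 13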
# Platelet DG rel = modulates dense granule release in human platelets | human platelet-rich plasma, SFLLRN dense granule ATP release, luminescence | inhibition, %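 (compounds screened at 7.5 µM in platelet-rich plasma)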 | 300,000 tested, 0.22% active;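 active = mean replicate score, as percent of positive control, at or above 50; inconclusive = mean below 50 but at least one replicate at or above 50; inactive = mean and every replicate below 50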
# HSF1 inhib = HSF1 inhibition. AID 2098. NIH3T3-HGL HSE-luciferase, MG132-induced, luminescence 8 h; hits give low values. activity change, negative = inhibition, % at 7.5 µM (by protocol). 300,000 tested, 0.77% active;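 active = more than half of replicate wells show activity change below -50%, luminescence cut by over half; inconclusive = some wells, but at most half, below -50%; inactive = no replicate well below -50%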;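 also: luciferase reports HSF-1 transcriptional activity via heat shock element; 0% = median of DMSO wells and -100% = zero luminescence signal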
# PolyA inh = inhibitors of polyadenylation in S. cerevisiae | S. cerevisiae SKY197-pL101 polyadenylation reporter, beta-gal luminescence; efflux-impaired pdr1/pdr3 knockout yeast; score 100 = 6 SD above DMSO | calls only at 12 µM | 300,000 tested, 0.02% active;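 active = lowest replicate activity score at least 50, where 100 means six control SD above control mean; inconclusive = lowest score under 50 but half or more replicates reach 50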;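 also: yeast exposed to compound for 9 h at 30 °C; higher score means more reporter readthrough which indicates perturbed polyadenylation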
# DYRK1A inh = inhibitors of rat Dyrk1A kinase; 310,000 tested, 0.43% active; AID 504441; Q63470; inhibition, % at 12.5 µM; ADP-Glo luminescence, NFATc1 peptide; in the data active = inhibition above about 50%;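 also: plate controls were vehicle with enzyme for no effect and no enzyme for full effect; many of its hits are not listed in these tables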
# HSP90 inh = blocks HSP90-mediated luciferase refolding in reticulocyte lysate | Rabbit reticulocyte lysate, luciferase refolding luminescence, 3 h | inhibition, % at 5.6 µM | 290,000 tested, 0.91% active;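 active = inhibition above the screen-wide mean plus 3 SD, computed separately per campaign, cut at about 16% in these data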;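 also: 0% = DMSO wells and 100% = 60 µM geldanamycin wells; inhibitors lower the luminescence because luciferase stays unfolded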
# GSK3 alpha inh = blocks human GSK-3 alpha kinase; 320,000 tested, 0.1% active; ADP-Glo luminescence, 60 min; inhibition, % at 10 µM; P49840;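 in the data active = inhibition above about 50%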;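 also: GST-tagged GSK-3 alpha with peptide substrate and 25 µM ATP; 0% = DMSO neutral wells and 100% = GW8510 positive control wells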
# * marks the source's active call; other numbers are inactive results; i = inactive; ? = inconclusive; · = no result given; & = joins results of further samples.
SMILES,GSK3beta inhib,HDAC3 inhib,HSF1 activator,AI-2 QS modul,Platelet DG rel,HSF1 inhib,PolyA inh,DYRK1A inh,HSP90 inh,GSK3 alpha inh
C=CCn1c(SCn2nnc3ccccc3c2=O)nnc1-c1ccc(F)cc1,3,·,4,10,-1,-6,i,-1,-1,5
O=C(Nc1ccon1)c1ccc(F)c(S(=O)(=O)N2CCCCC2)c1,-7,4,-12,5,16,-3,·,-1,2,-2
NNC(=O)c1nnn(-c2nonc2N)c1-c1cccs1,-3,-3,-1,24,-4,4,i,3,1,12
COc1cccc(C(=O)NC(C)c2ccc(-c3ccccc3)cc2)c1OC (centres undefined),0,2,17,-7,-5,1,i,1,3,-2
O=C(Nc1nc(-c2cccs2)cs1)c1ccco1,0,-1,37,7,-8,8,i,8,0,-2
Cn1c(O)c(/C=N/Nc2ccccc2)c(=O)n(C)c1=O,1,1,-7,-17,-9,-7,i,-4,16*,·
O=C(CCC(=O)N1CCN(c2ccccn2)CC1)Nc1nnc(C(F)(F)F)s1,2,-17,4,3,-78,-3,i,·,-5,-2
CC(C)(C)c1cc(C(=O)Nc2ccccc2)ccn1,3,1,17,20,-3,-4,i,1,4,-1
CCCC1(c2ccccc2)NC(=O)N(CC(=O)c2[nH]c(C)c(C(=O)OCC)c2C)C1=O (centres undefined),0,-7,7,16,1,2,i,6,5,0
C/C(=N/NC(=O)CN1CCN(Cc2ccccc2Cl)CC1)c1ccco1,-7,2,43,24,10,12,i,-1,-2,12
O=C(Nc1ccc2ccccc2c1)C(=O)C1C(=O)Nc2ccccc21 (centres undefined),3,0,-30,2,0,-22,i,·,-1,-1
CCN(CC)CCCNC(=O)CN1N=C(c2ccc(OC)cc2)CCC1=O,-1,1,-1,9,6,0,i,-3,1,-3
N#CC1=C2SCN(Cc3ccco3)CN2C(=O)CC1c1c(F)cccc1Cl (centres undefined),-1,?,28,37,-2,6,i,1,0,-2
COc1ccc(CCNC(=O)c2c(Cl)ccc(Cl)c2OC)cc1OC,·,5,-10,·,-11,-9,i,0,3,1
CCOc1ccc(CN2CCN(Cc3[nH]c4ccc(OC)cc4c3C)CC2CCO)cc1 (centres undefined),1,-3,12,24,2,6,i,2,-2,-3
CN(C)S(=O)(=O)c1ccc(S(=O)(=O)N(CC(=O)Nc2ccccc2)CC2CCCO2)cc1 (centres undefined),0,-9,-1,23,-7,-7,i,-2,-3,-2
Cc1ccc(-n2c(C)nn(CC3CC3)c2=O)cc1,0,0,42,12,1,21,i,·,1,1
Nc1ccc(-c2nc3ccc(N)cc3s2)cc1,-2,-388,7,20,54*,4,i,1,54*,3
O=c1[nH]ncc(NCc2ccc(Cl)cc2)c1Cl,1,2,7,21,6,1,i,0,0,2
CCCC(=O)Nc1nnc(SCC(=O)NCc2cccs2)s1,-3,6,-4,15,-5,-16,i,3,2,0
Cc1noc(C)c1S(=O)(=O)N(CC(=O)N1CCc2ccccc21)c1ccc(C(C)C)cc1,-2,-6,-5,22,2,-5,i,6,3,-3
CC(C)CN1CCN(Cc2cccc3ncccc23)CC1CCO (centres undefined),1,0,-12,10,7,3,i,·,2,-3
Cc1ccc2c(CC(=O)OCc3nc(N)nc(Nc4ccccc4C)n3)coc2c1,2,-2,6,23,1,1,i,1,1,0
Cc1nn(Cc2ccc(F)cc2)c(C)c1NC(=O)c1noc2c1CCc1ccccc1-2,2,-6,4,14,-7,11,i,-2,4,1
COCCn1c(N)c(S(=O)(=O)c2cccs2)c2nc3ccccc3nc21,-4,-84,1,26,5,1,i,0,5,13

# More structures follow:
SMILES,GSK3beta inhib,HDAC3 inhib,HSF1 activator,AI-2 QS modul,Platelet DG rel,HSF1 inhib,PolyA inh,DYRK1A inh,HSP90 inh,GSK3 alpha inh
O=C(c1ccc(F)cc1)c1ccc(CN2C(=O)c3ccccc3C2=O)o1,1,13,17,-63,4,6,i,38,2,-5
CC1CC(C)CN(C(=O)c2ccc(CSc3nc4ccncc4[nH]3)cc2)C1 (centres undefined),1,-5,-73,24,-18,-67*,i,0,5,-2
COc1ccc(C)cc1S(=O)(=O)N(CC(=O)Nc1cc([N+](=O)[O-])ccc1C)c1ccc(C)c(C)c1,3,4,9,31,6,11,i,-3,-1,0
COc1ccc(C(=O)Nc2ccc(N3CCOCC3)cc2)cc1S(=O)(=O)NC1CCCC1,-4,2,-3,8,-10,3,i,·,1,-2
O=C1CN(S(=O)(=O)c2cc(Cl)ccc2Cl)CCN1,1,-2,-1,13,0,3,i,-6,-3,-1
CCN1C/C(=C/c2ccc(OC)c(O)c2)C(=O)/C(=C/c2ccc(OC)c(O)c2)C1,-6,7,-79,19,-1,-79*,i,2,14,-5
CC(=O)Nc1ccc2nc(-c3ccncc3)[nH]c2c1,0,-20,-31,13,7,-14,i,16,3,1
Cc1cccc(OCCC(=O)Nc2cc(S(=O)(=O)N3CCCCC3)ccc2N2CCOCC2)c1,2,-2,9,18,2,7,i,-5,1,2
Cn1nc(C(=O)Nc2nc(-c3ccc(F)cc3)cs2)ccc1=O,-5,·,3,5,7,-1,i,0,4,4
Clc1ccccc1/C=C/C=N/Nc1nc(N2CCOCC2)nc(N2CCOCC2)n1,0,1,10,9,3,9,i,9,-3,-2
Cc1ccc(C)c(S(=O)(=O)N2CCN(C(=O)c3cccn3C)CC2)c1,3,-5,20,6,-49,-6,i,0,·,3
CC(C)Cc1ccc(S(=O)(=O)N2CCCC2)cc1,1,-3,13,-33,3,-2,i,-2,-2,-2
N/C(=N\OS(=O)(=O)c1ccc(Cl)cc1)c1ccncc1,-1,5,-9,19,6,-4,i,-1,1,0
CCC(C)NC(=O)c1ccccc1-c1nc2ccccc2[nH]1 (centres undefined),0,7,6,10,3,-5,i,-7,-1,-3
CCCc1cc(=O)[nH]c(SCC(=O)N(C)Cc2ccccc2)n1,-1,-21,8,23,-7,0,i,8,-1,-5
CN1CCN(CCCC(=O)c2ccc(C3CCCC3)cc2)CC1,0,-8,16,2,-5,2,i,0,3,2
O=C(C1CCN(c2ncnc3c2nc2n3CCCCC2)CC1)N1CCN(c2ccccc2F)CC1,0,7,-9,33,-6,-5,i,·,3,-4
CCc1ccc2oc(=O)cc(CN3CCOCC3)c2c1,0,6,-8,22,7,-3,i,16,2,-1
CC1Cc2ccccc2N1C(=O)C12CCC(C)(C(=O)C1)C2(C)C (centres undefined),-1,1,-71,17,2,-63*,i,1,5,-4
Cn1ccnc1C(=O)c1cc(=O)c2ccccc2o1,1,·,-2,7,6,-2,i,10,-2,-2
COc1ccc(NC(=O)CSc2nnc(-c3cnccn3)n2C)cc1OC,-2,0,4,7,5,0,i,-1,3,-3
O=C(CSc1nc2ccccc2nc1SCC(=O)N1CCCCC1)N1CCCCC1,1,-1,1,17,-1,-5,i,-3,2,-2
O=C(COC(=O)c1ccc2c(c1Cl)C(=O)c1ccccc1C2=O)NC1CC1,-2,3,17,17,2,32,i,3,-2,-2
Cc1nnc(NC(=O)CN2CCN(Cc3ccc(F)cc3Cl)CC2)s1,1,3,-9,13,10,-7,i,-1,-2,-2
Cc1cc(Nc2ccccc2)nn1C(=O)c1ccc(Cl)cc1,2,-9,4,31,-4,0,i,-2,0,-3

# Carrying on:
SMILES,GSK3beta inhib,HDAC3 inhib,HSF1 activator,AI-2 QS modul,Platelet DG rel,HSF1 inhib,PolyA inh,DYRK1A inh,HSP90 inh,GSK3 alpha inh
CCN(CC)CC(O)CCCCCCCCC(=O)OC (centres undefined),-2,-3,1,10,0,1,i,·,0,-1
CCn1c(=O)c(CCC(=O)NCCN2CCOCC2)c(C)c2c(C)nn(-c3cccc(C)c3)c21,2,-3,11,25,15,3,i,-3,-2,-2
Cc1cc(Cl)c(S(=O)(=O)Nc2ccon2)cc1OCC(=O)NC1CCCCC1,0,-2,2,15,5,-3,i,4,3,-4
COc1ccccc1N1CCN(Cc2cc(=O)c(OCC(=O)Nc3ccccc3)co2)CC1,2,-4,10,8,-43,-8,i,7,·,0
O=C(O)c1ncc(Cl)c(Cl)c1Cl,1&0,-4&-2,4&0,14,-4&1,-5&-8,i,-4&-2,0&-1,-1&0
COc1ccccc1NC(=O)Cn1cnc2sc(C)c(S(=O)(=O)N3CCCCC3)c2c1=O,-1,7,·,19,-1,·,i,-7,3,0
CSc1ccc(CN2CCN(C(C)C)C(CCO)C2)cc1 (centres undefined),1,-1,-6,28,-7,0,i,-2,6,-6
C[C@H](NC(=O)OC(C)(C)C)C(=O)N/N=C/c1cccc2nccnc12,2,13,·,3,·,·,i,5,5,2
O=C(Nc1ccc(F)cc1F)c1cc2ncc(CCCl)cn2n1,4,-2,11,14,-9,-2,i,-6,0,3
CCc1nc(C)ccc1OCC(=O)N1CCc2c([nH]c3ccccc23)C1c1ccccn1 (centres undefined),0,1,·,-1,-3,·,i,7,0,-1
CC(C)c1cc(=O)n2[nH]c(N)nc2n1,-11,-6,3,16,-1,-12,i,1,2,-2
CCOC(=O)C1=C(N)Oc2cc(O)ccc2C1c1ccc(Br)cc1 (centres undefined),-1,0,14,15,20,6,i,-4,1,0
CC(C)(C)NC(=O)CN(C(=O)c1ccc(CN2CCOCC2)o1)c1ccc2c(c1)OCCO2,15,1,5,0,10,-2,i,3,1,-2
O=C(NCc1ccccc1)NC1(C(=O)N2CCN(c3ccccc3)CC2)CCCCC1,0,-2,1,4,-1,4,i,2,-5,1
CC(C)c1ccc(NC(=O)COc2nncc3ccccc23)cc1,-3,-2,16,-96*,-14,8,i,-1,-1,-2
O=C(COc1coc(CN2CCN(c3ccc(F)cc3)CC2)cc1=O)NC1CCCC1,2,4,-7,14,·,-4,i,4,·,0
O=C(NCCCN1CCC(Cc2ccccc2)CC1)C1CCC(=O)N1C1CCCC1 (centres undefined),2,7,2,27,17,1,i,0,-1,0
COc1ccccc1CNc1ccc(N2CCCCC2)cc1,0,1,2,3,7,-4,i,0,-1,-2
COc1ccc(-c2nc(CS(=O)CC(=O)NC3CCCCC3)c(C)o2)cc1 (centres undefined),-1,3,7,7,1,3,i,1,2,-2
CCOc1ccccc1NC(=O)Nn1cnnc1,2,5,22,12,2,3,i,-3,0,0
CCOC(=O)Cc1cnc(NC(=O)CSc2nc(C)c(CC)c(=O)[nH]2)s1,2,1,-11,12,5,-4,i,0,-1,-7
CC(=O)Nc1ccc(CN2CCCC(C(=O)c3cccc(C(F)(F)F)c3)C2)cc1 (centres undefined),1,3,-27,11,-2,-7,i,-44,-1,-2
Cn1c(C(=O)OC(C(=O)NC2CCCCC2)c2ccncc2)cc2sccc21 (centres undefined),6,-2,14,16,-3,-1,i,-3,1,-1
Cc1ccc(OCc2ccc(C(=O)N3CCCC3)o2)cc1C,-2,4,61*,31,-4,46,i,-8,-3,0

# Not all compounds are listed; the hit share may differ from the screen's.
